MC4R barr agon: MC4R agonists recruiting beta-arrestin, primary screen, cell-based, luminescence, agonist arm of biased-ligand search | Melanocortin receptor 4 (Homo sapiens), P32245 | U2OS MC4R beta-arrestin complementation; percent of melanotan II response, DMSO zero | activation, % at 8.9 µM | 360,000 compounds, 0.98% hits;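 active = activation above a per-plate cutoff, the mean activation of sample wells on that plate plus 3 SD, cut at about 8% in these data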
Target sequence (P32245 whole entry, looked up): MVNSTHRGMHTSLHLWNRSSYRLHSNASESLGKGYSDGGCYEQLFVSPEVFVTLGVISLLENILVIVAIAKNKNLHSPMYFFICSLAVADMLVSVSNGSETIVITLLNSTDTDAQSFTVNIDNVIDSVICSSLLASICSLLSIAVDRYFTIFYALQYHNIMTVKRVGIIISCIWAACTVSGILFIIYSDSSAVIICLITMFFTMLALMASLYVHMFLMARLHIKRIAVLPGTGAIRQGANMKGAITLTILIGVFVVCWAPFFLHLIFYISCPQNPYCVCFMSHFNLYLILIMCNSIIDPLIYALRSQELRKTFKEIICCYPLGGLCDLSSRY
Cardio protect: cardioprotection against H2O2-induced cell death, primary screen, uHTS, H9c2 cells, ATPLite luminescence | 360,000 compounds, 0.63% hits | protection from H2O2 cell death, % at 20 µM | H9c2 cardiomyocytes, H2O2 injury protection, 2 h;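 active = compounds giving at least 50% protection of heart cells from peroxide-induced death in the single-dose screen, raw or plate-pattern-corrected value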;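 also: 0% = DMSO wells with peroxide and 100% = DMSO wells without peroxide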
ABHD5 PLIN5 PPI: ABHD5-PLIN5 interaction inhibitors, primary screen, cell lysate, split luciferase complementation, luminescence; Perilipin-5 (Homo sapiens) + 1-acylglycerol-3-phosphate O-acyltransferase ABHD5 (Homo …; Split G. princeps luciferase complementation, 4 h; inhibition, % at 4 µM; 360,000 compounds, 0.78% hits; AID 602281, 2012;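 active = inhibition above the mean inhibition across every tested compound plus 3 SD, cut at about 22% in these data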;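 also: 0% = DMSO only wells and the 100% control is not disclosed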
ABCB6 inh 2: ABCB6 transporter inhibitors, primary screen, K562-ABCB6 cells, flow cytometry, MLPCN library; ATP-binding cassette sub-family B member 6 (Homo sapiens), Q9NP58; K562-ABCB6 porphyrin accumulation, 1 h; hits give low values; fluorescence ratio to DMSO, % at 10 µM; 360,000 compounds, 0.19% hits;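 active = fluorescence ratio to DMSO below 75%, the collection mean minus 3 SD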;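 also: signal is porphyrin accumulated inside mitochondria; 100% equals median channel fluorescence of DMSO control wells; lower ratio means ABCB6 inhibition with less porphyrin fluorescence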
hiPSC survival: enhancers of single-cell hiPSC survival, primary screen, ATPlite luminescence; 100% = ROCK inhibitor wells, 0% = DMSO; survival enhancement, % at 20 µM; 360,000 compounds, 0.044% hits; in the data active = survival enhancement above about 18%;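 also: cells exposed to compounds for 16 hours before the ATP read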
aDG glyco up: activators of alpha-DG glycosylation, primary screen, uHTS, Pro5-aDG cells, AlphaScreen | alpha-DG glycosylation AlphaScreen (IIH6); 0% Pro5, 100% B10-LARGE cell signal | activation, % at 10 µM | 360,000 compounds, 0.22% hits | AID 624168, 2012;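 active = activation of at least 8% versus controls, or a plate z-score of at least 8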;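 also: Pro5 are CHO cells carrying HIG-tagged alpha-DG that lacks glycosylation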
Granule exo inh: LAMP-1 surface exposure blockers, TALL-104 cells – cell-based, flow cytometry, MLPCN library, primary screen; 360,000 compounds, 0.66% hits; AID 651702, 2012; TALL-104 LAMP-1 surface exposure; cells stimulated with thapsigargin and PMA; inhibition, % at 10 µM;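 active = inhibition above about 55%, limit read from the data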
m5-HT2A agonist: mouse Htr2a agonists via beta-arrestin recruitment, primary screen, cell-based, luminescence | CHO-K1 mHTR2A beta-arrestin complementation; percent of 30 µM serotonin response | AID 624169, 2012 | 5-hydroxytryptamine receptor 2A (Mus musculus), P35363 | 360,000 compounds, 0.66% hits | activation, % at 7.6 µM;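 active = activation above a run cutoff, the mean activation of all tested compounds plus 3 SD, cut at about 14% in these data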;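 also: 0% = plate median of compound wells and 100% = 30 µM serotonin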
Target sequence (P35363 whole entry, looked up): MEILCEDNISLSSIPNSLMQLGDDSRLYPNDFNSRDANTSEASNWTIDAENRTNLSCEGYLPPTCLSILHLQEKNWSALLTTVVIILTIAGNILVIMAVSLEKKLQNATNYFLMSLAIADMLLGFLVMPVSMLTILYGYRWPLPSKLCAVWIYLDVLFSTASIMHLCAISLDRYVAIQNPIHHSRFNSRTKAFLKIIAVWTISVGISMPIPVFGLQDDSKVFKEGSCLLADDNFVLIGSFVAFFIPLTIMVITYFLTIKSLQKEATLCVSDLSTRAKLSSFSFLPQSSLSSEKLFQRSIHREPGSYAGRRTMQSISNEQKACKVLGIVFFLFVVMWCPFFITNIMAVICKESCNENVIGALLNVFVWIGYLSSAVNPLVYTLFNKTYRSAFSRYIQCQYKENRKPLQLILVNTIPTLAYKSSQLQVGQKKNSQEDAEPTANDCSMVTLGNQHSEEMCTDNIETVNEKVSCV
N-glyco inh: increase of ERlucT glycosylation luciferase signal, primary screen, N-linked glycosylation inhibitor project, D54 ERlucT cells, luminescence, set 2; D54 ERlucT glycosylation luciferase reporter, 24 h; percent of 100 nM tunicamycin response; AID 588692, 2011; 360,000 compounds, 0.23% hits; reporter increase, % at 12.5 µM;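 active = mean luciferase reporter signal, scaled so untreated is 0 and the glycosylation-blocking control 100, at or above a set limit in every replicate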;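 also: luciferase carries N-glycosylation sites so blocking glycosylation raises the light; 0% = median of neutral control wells and 100% = median of 100 nM tunicamycin wells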
MC4R antagonist: MC4R antagonists of cAMP signaling, primary screen, cell-based, TR-FRET, antagonist arm of biased-ligand search | inhibition, % at 6.5 µM | 360,000 compounds, 0.48% hits | AID 540295, 2011 | Melanocortin receptor 4 (Homo sapiens), P32245 | MC4R-expressing cells, MTII-stimulated cAMP, LANCE TR-FRET;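 active = inhibition above its plate's cutoff, the mean of tested wells on that plate plus 3 SD, cut at about 29% in these data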;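 also: 0% = Melanotan II alone and 100% = Melanotan II plus saturating MCL0020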
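Test system: U2OS cells stably expressing human melanocortin 4 receptor (MC4R); also added: Melanotan II challenge; compound: 6.5 µM single dose; timing: 30-min compound preincubation, 1-h Melanotan II challenge, 1-h detection, room temperature; signal: Eu-cAMP/anti-cAMP TR-FRET, emission 671 nm; repeats: one well per compound, no replicates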
An asterisk follows results filed as active.

SMILES	MC4R barr agon	Cardio protect	ABHD5 PLIN5 PPI	ABCB6 inh 2	hiPSC survival	aDG glyco up	Granule exo inh	m5-HT2A agonist	N-glyco inh	MC4R antagonist
COc1ccc(-n2c(=S)[nH]c3cc(C(=O)Nc4ccccc4OC)ccc3c2=O)c(OC)c1	-0.1	0	-4	97	0.3	0.1	5	-2	2	21
CC1(NC(=O)c2ccccc2)CCN(CCc2cccs2)C1=O (stereo not drawn)	-1.5	-3	4	97	-0.1	0.2	2	-1	-1	1
CCS(=O)(=O)Nc1cccc(C2=NN(S(=O)(=O)c3ccc(F)cc3)C(c3cccs3)C2)c1 (stereo not drawn)	1.2	1	3	95	0.4	-0.1	2	-4	-3	8
CC(=O)N1CCc2cc(Br)cc(S(=O)(=O)N3CCN(c4ccccn4)CC3)c21	-1.6	6	5	93	3.3	-0.1	-1	1	0	-2
O=C(N/C(=C/c1ccc(Br)cc1)C(=O)N1CCOCC1)c1cccs1	1.0	1	1	102	4.0	0.7	2	1	0	5
CC(OC(=O)Cc1ccsc1)C(=O)Nc1ccc(C(N)=O)cc1 (stereo not drawn)	1.9	1	-1	90	0.4	-0.2	1	-6	1	6
Cc1noc(C)c1Cn1nc(C(=O)O)c2ccccc2c1=O	-0.8	64*	-2	101	1.8	0.1	3	1	1	5
Cc1ccc(S(=O)(=O)N2CCOCC2)cc1NC(=O)CSc1nnnn1C1CC1	-1.5	4	-9	178	1.6	-0.2	-2	9	2	-1
COc1cccc(C(=O)Nc2nnc(SCC(=O)Nc3ccc(NC(C)=O)cc3)s2)c1	-3.5	-16	6	98	-0.3	-0.2	13	4	-6	5
COc1ccccc1C(=O)O/N=C(/c1ccncc1)c1ccc([N+](=O)[O-])cc1	0.0	14	2	100	-1.9	-0.2	1	-3	-1	16
COc1ccc(NC(=O)Nc2nnc(C(C)(C)C)s2)cc1	1.7	-2	-10	97	0.1	0.1	-11	-2	-1	12
COc1ccc(S(=O)(=O)N2CCCCCC2)cc1NC(=O)Cc1cc(OC)c(OC)c(OC)c1	-1.1	5	2	102	-0.2	-0.1	-3	-7	1	9
Cc1ccc(C2=C/C(=C/c3cccnc3)C(=O)O2)c(C)c1	0.4	-2	5	102	-1.2	0.3	-1	2	3	17
COc1ccc(Cl)cc1C(=O)Nc1cccc(-c2ccc3nncn3n2)c1	0.9	-3	13	100	1.5	0.0	2	3	-2	9
CCCCn1c(N)c(N(CCOC)C(=O)c2c(CC)noc2C)c(=O)[nH]c1=O	3.7	2	-7	102	-0.6	-0.3	9	7	2	9
OCCCNCc1ccc(-c2ccccc2)cc1	-1.1	12	6	100	0.3	0.0	1	-1	2	-9
CCc1nc(NC(=O)c2sc(C)nc2C)sc1C(=O)OC	-2.0	-5	-8	96	-0.7	0.0	-1	-4	3	-1
Cc1ccnc(NC(=O)CCc2c[nH]c3ccccc23)c1	0.0	4	8	97	0.0	0.0	4	2	-3	2
CCOC(=O)c1c(NC(=O)COC(=O)C2CCC2)sc(C(=O)N(C)C)c1C	-1.6	1	4	95	-0.3	-0.1	-2	-1	2	19
COc1cccc(NC(=O)CN2C(=O)NC3(CCCc4ccccc43)C2=O)c1 (stereo not drawn)	1.2	2	92*	99	-0.4	-0.2	0	0	3	11
CC(=O)Nc1cccc(-c2cc(C)c3cc4c(cc3n2)OCO4)c1	0.8	3	2	110	0.0	0.1	7	-2	4	-6
COc1cccc(NC=C2C(=O)OC3(CCCCC3)OC2=O)c1	-0.9	12	-1	85	1.1	-0.2	1	1	1	8
Cc1ccc(S(=O)(=O)/N=C(/Nc2c(C)cccc2C)c2ccccc2)cc1	-2.3	7	7	97	0.6	0.1	1	-1	-2	-2
O=C(N/N=C1\NC(=O)C(CO)(CO)S1)c1ccccc1	-2.1	0	-4	92	-0.7	-0.1	11	-4	0	12
N#Cc1ncc(-c2ccc3c(c2)OCCOCCOCCOCCO3)nc1C#N	-3.0	-1	11	98	-1.7	0.0	3	0	6	-4
CCOC(=S)SCC(=O)Nc1nc(-c2ccccc2)cs1	-1.2	-23	-13	99	-0.7	-0.3	14	0	16	-9
Cc1ccc(S(=O)(=O)N/N=C\c2cc3c(cc2[N+](=O)[O-])OCO3)cc1	-2.4	4	-7	102	-2.9	-0.4	-4	6	3	2
OCCN1CCN(c2nc(N3CCCCC3)nc(N3CCCCC3)n2)CC1	-0.6	-4	2	97	-2.2	-0.1	0	-3	0	-5
CC(=O)c1cccc(NC(=O)C2CC(=O)N(c3cccc(C)c3C)C2)c1 (stereo not drawn)	0.3	9	3	87	0.4	-0.1	0	-5	3	4
CSc1ncccc1C(=O)N1CCCC(N2CCN(c3ccccc3C)CC2)C1 (stereo not drawn)	1.7	-2	-10	99	-1.5	-0.2	-3	-4	-2	9
O=C(C[n+]1ccc(/C=N/O)cc1)N(Cc1ccccc1)Cc1ccccc1	-0.7	-6	3	99	-1.1	-0.3	-1	-2	1	13
COc1ccccc1-c1c(C)c(C)nc(N)c1C#N	-1.8	0	0	97	2.9	0.3	0	-2	0	1
COc1ccc(NC(=O)c2cc(-c3cccc(OC)c3)on2)cc1	1.3	-1	-7	97	0.0	-0.1	-6	0	4	3
O=C(Cn1cc2c(n1)CCCCC2)NC1CCN(Cc2ccccc2)CC1	0.0	4	-3	93	2.1	0.0	2	-6	-8	-7
Cc1cc2nc(C)n(CCCNC(=O)Nc3ccccc3)c2cc1C	-3.4	-4	1	107	-0.6	0.5	-3	-4	-1	4
CCc1ccc(OCC(=O)N/N=C(\C)c2ccc(OC(F)F)cc2)cc1	5.1	-7	1	100	-1.2	0.3	6	3	0	5
C/C(CC(=O)Nc1ccccn1)=N\NC(=O)C(=O)Nc1ccccc1C	-1.6	-6	-13	105	7.8	-0.1	4	-4	-1	0
S=C(NC1CCCCC1)N1CCN(c2ccccn2)CC1	0.8	4	0	97	2.8	-0.3	-6	3	-2	10
CCOC(=O)N1CCC(C(=O)NNC(=O)c2ccc(Cl)cc2Cl)CC1	-4.0	1	11	98	-0.3	0.1	-2	4	0	13
CCOc1ccc(S(=O)(=O)N=C(c2ccccc2)N2CCOCC2)cc1	0.9	-3	-5	97	2.0	-0.2	22	-3	1	1
CCOc1ccc(C(=O)Nc2cccc(-n3cnnn3)c2)cc1OCC	0.6	15	7	95	0.2	-0.3	4	-2	-1	-1
COc1ccc(-c2cc(NC(C)=O)c3ncc(-c4ccccc4)n3c2)cc1OC	5.4	25	9	111	-1.0	-0.2	33	6	1	-4
Cc1nc(C(=O)NNC(=O)c2ccc(C(F)(F)F)cc2)cs1	-1.2	30	-3	95	-0.7	0.1	2	1	0	13
Cc1noc(C)c1COc1ccc(C(=O)OCC(=O)Nc2ccc3c(c2)OCO3)cc1	0.9	-19	4	94	2.6	-0.1	-4	5	3	8
c1cc(OCCCN2CCCCC2)ccc1CN1CCCCC1	-0.3	4	5	99	-0.5	-0.1	15	-5	-5	-4
CC(C)C(=O)Nc1sc2c(c1C#N)CCCCC2	-1.2	6	0	98	-0.6	-0.1	-1	0	0	1
Cc1ccccc1NC(=O)c1ccc(Cn2cc([N+](=O)[O-])cn2)o1	-1.9	10	-4	97	1.3	0.0	-2	0	1	10
COc1ccc(C(=O)NCC(=O)Nc2ccc(-c3ccccc3)cc2)cc1	-0.7	-1	-6	93	-0.4	0.0	-8	-1	-1	8
N/C(=C\C(=O)c1cc(Cl)ccc1O)C(Cl)(Cl)Cl	-2.4	-7	-4	101	-0.6	-0.3	7	-1	9	-17
O=C(c1ccc(OCC2CCCO2)cc1)N1CCc2ccccc2C1 (stereo not drawn)	0.1	-6	-8	102	-0.8	0.0	5	1	1	3
(cont.)
SMILES	MC4R barr agon	Cardio protect	ABHD5 PLIN5 PPI	ABCB6 inh 2	hiPSC survival	aDG glyco up	Granule exo inh	m5-HT2A agonist	N-glyco inh	MC4R antagonist
COC(=O)[C@]1(Cc2ccccc2)N[C@H](CN(C)C(=O)c2ccccc2)[C@@H]2C(=O)N(Cc3ccccc3)C(=O)[C@@H]21	0.9	5	-11	98	-2.0	0.0	1	0	-1	15
Cc1noc(C)c1COC(=O)COc1cccc2c1OC(C)(C)C2	-2.4	0	-6	97	-0.3	-0.4	3	-3	1	3
COc1ccc(C(CNC(=O)c2ccc(Cl)c(S(=O)(=O)N3CCCC3)c2)N2CCCC2)cc1 (stereo not drawn)	-0.6	1	6	94	-0.4	0.1	4	-10	-4	-2
CCC(C)C(=O)Nc1ccc([N+](=O)[O-])cc1OC (stereo not drawn)	1.9	-3	0	98	-0.9	0.0	-1	3	0	18
CCn1c(COc2ccccc2C)nnc1SCC(=O)CC(=O)Nc1ccccc1	0.8	4	-6	91	0.8	-0.2	-1	-1	-1	-2
Cc1ccc(-c2nnc(SCC(=O)N3CC(C)CC(C)C3)o2)cc1C (stereo not drawn)	0.4	-21	-5	102	-0.3	-0.3	0	-4	-4	0
CSc1ccc(-c2nc(CN(C)C3CCOC3)c(C)o2)cc1 (stereo not drawn)	0.0	5	-5	90	-0.6	0.0	1	5	1	-2
CSc1cccc(NC(=O)c2nnn(Cc3ccccc3)c2N)c1	0.6	-3	-5	100	-1.2	0.3	0	-6	5	-7
c1ccc(COc2ncnc3c2ncn3CCCNCc2ccccn2)cc1	0.1	21	9	96	5.9	-0.1	-4	0	1	-2
CN(CC(=O)Nc1cccc(F)c1)CC(=O)N1CCc2ccccc21	-0.9	-10	-2	95	-3.9	0.3	3	-6	2	10
C=CCn1c(-c2cc(OC)cc(OC)c2)n[nH]c1=S	-1.5	-12	-2	99	-1.7	0.7	1	0	0	2
FCc1nc2nc(Cl)c(Cl)nc2[nH]1	-1.4	-5	1	100	2.7	-0.2	-1	-2	-1	11

Shown with values under each structure: two of the compounds above.
The line under a structure holds: MC4R barr agon	Cardio protect	ABHD5 PLIN5 PPI	ABCB6 inh 2	hiPSC survival	aDG glyco up	Granule exo inh	m5-HT2A agonist	N-glyco inh	MC4R antagonist
> CSc1cccc(NC(=O)c2nnn(Cc3ccccc3)c2N)c1
 : 0.6	-3	-5	100	-1.2	0.3	0	-6	5	-7
> Cc1noc(C)c1COC(=O)COc1cccc2c1OC(C)(C)C2
 : -2.4	0	-6	97	-0.3	-0.4	3	-3	1	3
